Assay outcomes (PubChem)
L929 necroptosis – L929 zVAD cell death inhibition | L929 zVAD necroptosis rescue, ATP luminescence, 24 h; with zVAD 60 µM | viability rescue, % at 10 µM | hit rate 0.38% among 220,000 | AID 1377;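 active means activation, scaled between plate controls, above about 75%, limit read from the data; inactive means activation under that limit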;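 further: 0% = zVAD with DMSO and 100% = DMSO alone without zVAD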
TNF necrop inh – inhibitors of TNF-alpha induced necroptosis in Jurkat FADD-/- cells; Jurkat FADD-/- TNF necroptosis rescue, ATP luminescence, 24 h; 0 = TNF only, 100 = no-TNF cells; activation (protection from cell death), % at 10 µM; hit rate 0.068% among 220,000; AID 463075;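 active means activation, meaning protection from cell death, of at least 50% relative to plate controls; inactive means activation below 50%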;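 further: necroptosis triggered by 40 ng/mL TNF-alpha added together with compound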
Cl transport mod – modulates chloride dependent transport by human KCC2 | KCC2 cells, thallium flux FluoZin-2 fluorescence | AID 1456 | B-score of Tl+ flux slope (higher = more flux/activation; lower = inhibition) at 10 µM | hit rate 2.2% among 190,000;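 active means thallium flux slope and its plate-corrected score both differing from the plate sample mean at a set confidence after two filtering rounds, in either direction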;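 further: slope of fluorescence scaled to starting intensity during 10 to 20 s after thallium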
PERK inhibitor – human PERK inhibition, primary cell-based screen. Q9NZJ5. CHO PERK-DD fusion, SEAP luminescence translation reporter. inhibition, % at 5.6 µM. hit rate 0.17% among 220,000. AID 1416;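 active means inhibition above the mean inhibition of all tested compounds plus 3 SD, set separately per screening campaign, cut at about 2.9% in these data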;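 further: PERK kinase domain activated by AP20187 dimerizer at 100 nM; 0% = DMSO with dimerizer and 100% = rapamycin at 8.4 µM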
Rad51 HR inh – blocks human Rad51 in homologous recombination | inhibition, % at 10 µM | AID 1385 | hRad51 DNA strand exchange, fluorescence dequenching | Q06609 | hit rate 0.085% among 200,000;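 active means inhibition above 40% at the single screening dose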;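 further: 0% = DMSO control wells and 100% = blanks with heterologous ssDNA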
Target sequence (Q06609 whole entry, looked up): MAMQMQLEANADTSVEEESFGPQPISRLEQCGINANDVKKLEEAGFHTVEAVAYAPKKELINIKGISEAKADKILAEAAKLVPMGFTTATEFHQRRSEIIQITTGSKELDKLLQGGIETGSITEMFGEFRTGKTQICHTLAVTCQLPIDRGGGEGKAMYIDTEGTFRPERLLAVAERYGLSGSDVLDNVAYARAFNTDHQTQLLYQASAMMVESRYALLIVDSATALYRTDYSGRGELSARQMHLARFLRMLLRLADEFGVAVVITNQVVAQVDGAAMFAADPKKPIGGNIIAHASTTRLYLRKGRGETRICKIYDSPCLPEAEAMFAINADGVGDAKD
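material = hRad51 filaments on single-stranded DNA | timing = filaments 15 min 37 °C, then compound 30 min | signal = FRET fluorescence dequenching, excitation 485 nm, emission 520 nm | benchmarks = control wells and blank wells on each plate | evaluation = percent inhibition relative to plate controls and blanks | compound = 10 µM final, single point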
eIF4E 4G PPI – inhibitors of eIF4E and eIF4G interaction in translation initiation. TR-FRET eIF4E-eIF4GI(517-606) binding, 2 h. inhibition, % at 21.7 µM. hit rate 0.37% among 220,000. P63073+Q04637;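 active means inhibition above about 30%, limit read from the data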;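 further: 0% = full FRET control wells and 100% = background wells lacking eIF4GI fragment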
EBV gp42 inh – EBV gp42 inhibition; Q1HVG2; Fluorescence polarization binding assay, mP read-out; inhibition, % (tested at 21.74 µM); hit rate 0.42% among 220,000; AID 1085; in the data active means inhibition above about 50%
Calpain2 inh – calpain II (pig) inhibition | hit rate 0.37% among 220,000 | inhibition, % at 16 µM | AID 1236 | purified calpain II, fluorogenic peptide substrate, 30 min;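 active means inhibition above about 50%, limit read from the data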
MDM2 E3 inh – blocks human Mdm2 ubiquitin ligase activity; cell-based MDM2 ubiquitination luciferase reporter, 2 h; 0 = plate control, 100 = twice control, blank-subtracted; signal enhancement, % at 5 µM; hit rate 0.11% among 210,000;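 active means signal enhancement of 30% or more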;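 further: luminescence tracks abundance of the self-degrading MDM2-luciferase fusion protein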
Target sequence (Q00987 whole entry, looked up, the tested form may be a part): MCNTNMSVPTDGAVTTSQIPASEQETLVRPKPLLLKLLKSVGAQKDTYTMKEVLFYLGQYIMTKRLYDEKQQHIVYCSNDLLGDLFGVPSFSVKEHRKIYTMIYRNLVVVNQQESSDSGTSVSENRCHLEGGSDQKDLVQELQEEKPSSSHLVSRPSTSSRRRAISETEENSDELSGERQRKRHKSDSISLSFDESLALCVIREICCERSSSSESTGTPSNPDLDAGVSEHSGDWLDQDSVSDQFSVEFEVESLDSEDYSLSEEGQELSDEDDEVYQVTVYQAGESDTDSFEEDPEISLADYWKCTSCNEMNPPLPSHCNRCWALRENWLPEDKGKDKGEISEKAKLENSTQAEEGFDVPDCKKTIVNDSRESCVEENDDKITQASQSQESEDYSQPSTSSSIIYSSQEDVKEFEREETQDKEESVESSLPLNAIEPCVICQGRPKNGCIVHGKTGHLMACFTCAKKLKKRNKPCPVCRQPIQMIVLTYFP
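Assay system: mammalian cells stably expressing self-ubiquitinating, self-degrading MDM2 E3–luciferase fusion. Quantity: 2000 cells in each well. Medium: DMEM culture medium. Compound dosing: single-point 5 µM. Timing: cell settling 4 h, compound treatment 2 h, both 37 °C. Technique: luciferase luminescence. Read-out basis: percent signal gain over controls, blank-subtracted. Benchmarks: plate controls and plate blanks.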
The depositor's hits bear a star; i = inactive; · = not tested or not shown; [ ] = dose if it differs, or a comment.

Sample of the layout, two compounds:
mol	L929 necroptosis	TNF necrop inh	Cl transport mod	PERK inhibitor	Rad51 HR inh	eIF4E 4G PPI	EBV gp42 inh	Calpain2 inh	MDM2 E3 inh
O=C(CCSc1nc(-c2ccco2)cc(C(F)(F)F)n1)Nc1ccc2c(c1)OCO2	0.7	-1.6	1.3	-0.2	4	2	6	-36	-22
Cc1cc(C)nc(N2C(=O)CC(Cc3ccc(Cl)cc3)C2=O)n1 (stereo unspecified)	2.5	1.1	-0.07	0.7	9	4	-2	-27	-4

The whole of this part, repeating the preview:
mol	L929 necroptosis	TNF necrop inh	Cl transport mod	PERK inhibitor	Rad51 HR inh	eIF4E 4G PPI	EBV gp42 inh	Calpain2 inh	MDM2 E3 inh
O=C(CCSc1nc(-c2ccco2)cc(C(F)(F)F)n1)Nc1ccc2c(c1)OCO2	0.7	-1.6	1.3	-0.2	4	2	6	-36	-22
Cc1cc(C)nc(N2C(=O)CC(Cc3ccc(Cl)cc3)C2=O)n1 (stereo unspecified)	2.5	1.1	-0.07	0.7	9	4	-2	-27	-4
COC(=O)CN(c1ccccc1F)S(=O)(=O)c1ccc(C)cc1	1.1	-1.3	0.7	0.7	-6	1	-9	-20	-5
Cn1c(-c2ccc3c(c2)OCO3)cnc1N	-0.4	-0.4	0.72	1.1	-3	-8	-13	-22	-6
Cc1c(NC(=O)C2CC(c3cccc(Br)c3)=NO2)c(=O)n(-c2ccccc2)n1C (stereo unspecified)	1.1	0.4	1.7	1.3	-10	0	-10	6	-8
CC(C)CCOC(=O)C1C(c2ccccc2)C(C(=O)O)C1c1ccccc1 (stereo unspecified)	0.0	-0.4	·	0.3	3	3	-11	30	-10
Cc1ccc2nc(NC(=O)COC(=O)CSc3nc(C)cc(C)n3)sc2c1	1.0	-3.1	-0.059	0.3	-2	-2	-18	-16	2
Cc1ccc(-c2cn(-c3ccc(SC(F)F)cc3)c3[n+]2CCC3)cc1	0.6	-1.3	0.59	0.1	·	2	-16	10	·
Cc1ccc(CNC(=O)c2cc(C)nn2-c2ccccc2)cc1	0.7	1.2	0.24	0.3	·	0	-8	-16	-4
OCCN1CCN(Cc2cc(Cl)c3cccnc3c2O)CC1	0.8	-4.3	0.21	-0.1	-2	-4	-1	0	-19
O=C(CCSc1nc(-c2ccco2)cc(C(F)(F)F)n1)NCCN1CCOCC1	5.4	1.1	-0.18	0.3	4	3	-19	-23	3
O=C(COC(=O)c1ccc2ccccc2c1O)NCC(F)(F)F	1.9	1.8	0.12	-0.4	5	2	-4	-8	-5
COc1ccc(C(=O)Nc2cc(Cl)cc(Cl)c2)c(OC)n1	0.4	1.8	-0.97	1.3	2	0	-16	-7	-11
O=C(c1ccc(C(=O)N2CCOCC2)s1)N1CCOCC1	1.3	-0.2	·	1.5	·	-11	-13	3	-4
FC(F)(F)Oc1ccc(NC(=S)Nc2ccc(OC(F)(F)F)cc2)cc1	2.3	-19	-1.1	0.4	8	1	-7	16	-7
Cc1cccc(Sc2nc(-c3ccccc3)ncc2C(=O)O)c1	7.3	0.9	-0.7	-0.9	11	0	5	-19	-26
COc1ccc2c(CC(=O)Nc3ccc(OC)nc3)coc2c1	1.4	0.7	-0.73	0.0	1	0	-1	-7	1
Cc1ccc(/C([O-])=C(/C(=S)NCc2ccccc2)[n+]2cccc(CO)c2)cc1[N+](=O)[O-]	0.0	1.1	0.09	0.8	16	-2	4	-64	1
CC(C)n1c(N2CCN(C(=O)Nc3ccccc3)CC2)nc2ccccc21	0.6	0.4	-0.64	-1.0	-1	-4[fluorescence artefact?]	6	-17	0
O=C(Nc1cccnc1)c1ccc(-c2cc(Cl)ccc2Cl)o1	51	1.5	-0.72	0.2	-6	1	4	24	-26
CN(C)c1ccc(NC(=O)CSCc2nc3c(nnn3Cc3ccc(F)cc3)c(=O)[nH]2)cc1	0.8	-1.6	-0.41	0.8	0	9	-6	-26	·
CCc1ccc(N2Cc3ccccc3C2)cc1	0.2	-2.5	0.56	-1.6	-4	10	-5	14	-20
Cc1cc(C)cc(N(CC(=O)N2CCC(C)CC2)S(=O)(=O)c2ccccc2)c1	0.1	-1.4	-0.88	-1.0	-4	-1	-7	2	12
Cc1cc(C)n(C(=O)/C=C/c2cccs2)n1	0.0	2.3	0.25	2.2	5	-2	-24	-2	-2
CCNC(=O)C1CC(=O)N(CCCc2ccccc2)C(=Nc2ccccc2)S1 (stereo unspecified)	-0.8	0.1	0.15	0.3	·	-5	5	-8	-6
COc1ccc(-c2nnc(-c3cc4ccccc4oc3=O)o2)cc1	-0.1	-0.3	1.2	1.2	-14	0	-28	-278	·
CCOc1c(Br)cc(/C=C2\C(=O)N(CCC#N)N=C2C)cc1OC	0.4	-7.6	-0.91	1.1	0	6	-10	-8	-7
CN1/C(=C\C=C(/C#N)C(=O)Nc2ccc(Cl)cc2)C(C)(C)c2ccccc21	0.5	2.4	i	-0.1	-143	2	6	26	0
CCOC(=O)N1CCC(NC(=O)c2cc(S(=O)(=O)N3CCCCC3)ccc2F)CC1	2.0	1.5	0.65	-0.1	5	-4	-5	-20	-8
Cc1cc(C)cc(C(=O)N(c2ccccn2)C(C)c2ccco2)c1 (stereo unspecified)	0.7	0.2	·	-0.2	3	1	-7	-9	-7
CC(C)c1ccc(O)c(NC(=O)c2ncn[nH]2)c1	0.2	-0.3	-1.4	0.6	7	0	-16	-10	-6
Cc1nnc(SCc2nnc(-c3cccs3)o2)n1C	0.7	0.8	1.3	0.7	-3	-3	-19	-1	-4
O=C(O)c1ccc2c(=O)[nH]c(CN3CCOCC3)nc2c1	0.6	0.0	0.34	2.5	·	1[fluorescence artefact?]	-3	-21	-11
Cc1nn(C)cc1CNC(=O)c1cnn2c(C(F)F)cc(C3CC3)nc12	0.4	-1.7	0.36	0.0	-4	5	-2	-43	-13
CCCOc1ccc(/C=N/NC(=S)Nc2ccccc2[N+](=O)[O-])c(O)c1	7.9	-6.9	1.6	0.4	-1	4[fluorescence artefact?]	2	-28	-45
CCS(=O)(=O)NC(C)C(c1cccs1)N1CCN(C)CC1 (stereo unspecified)	1.0	0.0	0.35	1.3	-1	8	-3	-12	-15
COCc1cccc(NC(=O)CCc2ccccc2)c1	0.3	0.4	-0.4	-0.6	0	3	2	-15	-6
COc1ccc(C(=O)CSc2nnc(-c3ccc(S(=O)(=O)N4CCOCC4)cc3)o2)cc1	1.1	-0.6	0.87	1.3	-2	-18	3	-9	-16
CCCCN(Cc1ccco1)C(=O)Cn1ncc2c(=O)oc3ccc(C)cc3c21	-1.1	1.1	·	2.1	0	-2	-6	1	-5
CCOC(=O)C1(CCOc2ccccc2)CCN(Cc2cccn2-c2ncccn2)CC1	-1.6	1.3	·	0.6	·	0	2	-15	-6
Nc1ncnc(Nc2ccc(S(N)(=O)=O)cc2)n1	11	-2.5	1.3	1.7	-2	6	-9	-12	-11
CSc1nc(-c2ccco2)nn1S(=O)(=O)c1ccc(C)cc1	2.0	1.3	1.1	0.9	-8	2	-5	-1	-25
C=CCn1c(=O)[nH]c2nc3cc(N=CN(C)C)c(C)cc3nc2c1=O	-0.8	2.4	i	0.2	-200	-3	118*	-15	-8
Cc1ccc(/C=C/C(=O)OCC(=O)Nc2cccc(S(=O)(=O)N(C)C)c2)o1	0.4	2.1	-0.29	-0.7	·	5	-14	9	-7
Nc1c(Cl)cc(NC(=O)c2ccccc2C(=O)O)cc1Br	-0.2	1.4	-1.5	0.4	-31	16[fluorescence artefact?]	-18	-3	-4
CCOc1ccc(CN(C)CC(=O)Nc2cccc(C)c2)cc1OC	0.1	0.2	0.7	1.1	2	4	-22	-10	-1
NC(=O)c1ccc(NC(=O)c2ccc3c(c2)OCO3)cc1	-0.9	-1.4	-0.0057	0.7	-4	18	-22	-3	-14
Cc1cc(C)cc(Nc2nc3c(S(=O)(=O)c4ccccc4)nnn3c3ccccc23)c1	0.3	0.4	0.14	0.6	2	10	8	-106	-3
O=C(CSc1nnc(-c2ccccc2F)n1C1CC1)NC(=O)c1cccc([N+](=O)[O-])c1	0.4	1.1	0.012	0.6	7	1	0	5	-13
O=C1OCCN/C1=C\C(=O)c1ccccc1	0.2	0.1	-0.016	0.9	11	0	-6	26	-21

Further results follow.
mol	L929 necroptosis	TNF necrop inh	Cl transport mod	PERK inhibitor	Rad51 HR inh	eIF4E 4G PPI	EBV gp42 inh	Calpain2 inh	MDM2 E3 inh
Cc1[nH]oc(=O)c1N=Nc1c(Cl)cccc1Cl	1.1	1.1	-1.2	0.9	·	-5	-8	26	·
CCOc1ccc(-c2n[nH]c(C)c2Oc2ccccc2OC)c(O)c1	1.2	-0.9	·	0.5	3	-1	-20	12	-3
C=CCn1c(C)cc(C(=O)CSc2ccc(NC(C)=O)cc2)c1C	0.4	-0.6	0.082	0.4	-15	1[fluorescence artefact?]	10	18	-9
Cc1nn(CCCC(=O)Nc2ccc(Br)cc2F)c(C)c1[N+](=O)[O-]	0.8	2.6	-1.2	0.1	4	1	-24	-50	5
COc1ccc(-c2cc(-c3cccs3)nc(OC)c2C#N)cc1OC	1.5	2.0	0.0098	0.8	-8	3	-6	-305	-9
O=C(CNC(=O)c1cccc(F)c1)N/N=C/c1cc(Br)ccc1OC(=O)/C=C/c1ccco1	5.1	-8.5	-2	0.1	-9	1	-48	-198	1
COCC(C)NC(=O)CSc1nc2ccccc2n1CCc1ccccc1 (stereo unspecified)	0.0	-2.4	-1.1	0.3	3	3	-6	4	-8
CCN1C2=NCCCN2c2ccccc21	-0.6	-2.0	·	-1.6	5	5[fluorescence artefact?]	-1	-30	1
CC(C)(C)c1cc(OC(=O)c2ccccc2F)ccc1O	0.1	-0.1	·	1.1	2	4	-2	5	8
